Assay outcomes as filed in PubChem.
PABP1 MLLE inh = blocks PAM2 peptide binding to the PABP1 MLLE domain | GST-MLLE / FITC-PAM2 fluorescence polarization | inhibition, % at 20 µM | 360,000 tested, 0.36% active; in the data active = inhibition above about 35%, passing the limit was not always enough;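 also: plate controls were DMSO wells with GST-MLLE for no effect and wells lacking GST-MLLE protein for full effect; some results filed as inactive read as strong as hits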
SKN-1 inh = C. elegans SKN-1 inhibition. inhibition, % at 21.8 µM. C. elegans VP596 Pgst-4::GFP/RFP ratio, acrylamide-induced, 24 h. 360,000 tested, 0.49% active. AID 624304;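 active = interference check ratio from 0.5 to 1.5 plus GFP to RFP signal ratio inhibition reaching or exceeding a fixed threshold, cut at about 30% in these data, passing the limit was not always enough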; also: some compounds called inactive have numbers as strong as hits
eLon inh = inhibitors of E. coli Lon protease; P0A9M0; purified E. coli Lon protease, fluorescence polarization; inhibition, % at 7.94 µM; 360,000 tested, 0.42% active; AID 602123; in the data active = inhibition above about 13%, passing the limit was not always enough;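 also: 0% = enzyme with probe and DMSO and 100% = no enzyme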
MT1-MMP act inh = blocks activation of human MT1-MMP | HT1080 RFP-PRO-GFP cells, GFP/RFP ratio fluorescence, overnight; percent of plate control window, DMSO zero | GFP/RFP ratio change, % at 20 µM | 360,000 tested, 0.061% active | AID 651647;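 active = GFP/RFP ratio change of at least 30% with cell ATP level not reduced by more than half and red fluorescence within 50% of control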; also: strong numbers were not always called active
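Compound: 20 µM single dose, 1% DMSO / System: HT1080 RFP-PRO-GFP cells / Controls: DMSO and RFP-L50D-GFP cell wells / Read-out basis: GFP/RFP fluorescence ratio / Schedule: overnight compound exposure at 37 °C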
CendR NRP1 mod = alters CendR peptide binding to human NRP-1. 360,000 tested, 0.85% active. FAM-RPARPAR peptide binding to NRP-1, fluorescence polarization. O14786. inhibition, % at 25 µM;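 active = inhibition or corrected inhibition above about 18%, plus a signal ratio from 0.5 to 1.5, limit read from the data, passing the limit was not always enough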; also: strong numbers were not always called active
Target sequence (O14786 whole entry, looked up): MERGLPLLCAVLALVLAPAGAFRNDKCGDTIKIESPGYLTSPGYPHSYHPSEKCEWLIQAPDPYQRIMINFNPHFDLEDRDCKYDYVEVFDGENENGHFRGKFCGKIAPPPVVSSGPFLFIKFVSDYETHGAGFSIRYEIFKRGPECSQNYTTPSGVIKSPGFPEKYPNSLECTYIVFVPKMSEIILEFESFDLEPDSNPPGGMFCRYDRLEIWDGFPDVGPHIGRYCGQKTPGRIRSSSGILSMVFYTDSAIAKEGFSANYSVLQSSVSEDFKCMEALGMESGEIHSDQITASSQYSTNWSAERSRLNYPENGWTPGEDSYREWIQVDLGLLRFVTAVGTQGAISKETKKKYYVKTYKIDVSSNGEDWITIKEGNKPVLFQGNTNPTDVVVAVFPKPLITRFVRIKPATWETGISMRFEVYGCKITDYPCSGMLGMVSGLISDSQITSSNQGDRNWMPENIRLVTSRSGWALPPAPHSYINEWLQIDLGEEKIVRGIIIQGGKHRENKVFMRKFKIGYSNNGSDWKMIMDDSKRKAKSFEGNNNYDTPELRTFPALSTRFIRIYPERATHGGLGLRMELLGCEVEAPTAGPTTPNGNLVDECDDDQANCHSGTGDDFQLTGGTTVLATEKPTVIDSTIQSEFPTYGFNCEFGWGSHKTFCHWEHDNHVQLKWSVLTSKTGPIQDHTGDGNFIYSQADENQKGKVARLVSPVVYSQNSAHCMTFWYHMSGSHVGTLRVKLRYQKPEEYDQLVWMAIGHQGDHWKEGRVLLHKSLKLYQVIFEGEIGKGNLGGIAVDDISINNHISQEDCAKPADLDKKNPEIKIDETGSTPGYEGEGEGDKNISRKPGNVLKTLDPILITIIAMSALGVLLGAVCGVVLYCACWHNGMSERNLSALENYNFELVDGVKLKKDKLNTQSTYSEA
bovine MsrA act = bovine methionine sulfoxide reductase A activation. 360,000 tested, 0.3% active. purified bovine MsrA, absorbance read-out. activation, % at 10.6 µM; in the data active = activation above about 7.5%;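 also: 0% = vehicle and 100% = reference activator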
MsrA inh = inhibitors of bovine MsrA; inhibition, % at 15.5 µM; purified bovine MsrA, absorbance read-out; 360,000 tested, 0.75% active; in the data active = inhibition above about 4.5%;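 also: 0% = vehicle wells with enzyme and 100% = reference inhibitor wells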
Tb MetRS inh = Trypanosoma brucei MetRS inhibition. 360,000 tested, 0.4% active. purified T. brucei MetRS, ATP depletion, Kinase-Glo luminescence. inhibition, % at 11.9 µM;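 active = inhibition above a per-plate cutoff of the control wells' mean inhibition plus 3 SD, cut at about 5.5% in these data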;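 also: 0% = DMSO wells median and 100% = median of wells with control inhibitor compound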
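Test system: purified T. brucei MetRS enzyme. Also added: ATP, methionine and E. coli bulk tRNA substrates. Compound: 11.9 µM single point. Schedule: 15 min enzyme-compound preincubation, 2 h reaction, 10 min detection, 25 °C. Signal: luciferase luminescence of residual ATP, Kinase-Glo. Evaluation: percent inhibition versus plate control medians. Controls: DMSO wells, low control.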
FAS TE block = inhibitors of human fatty acid synthase thioesterase domain | P49327 | 360,000 tested, 0.67% active | inhibition, % at 15 µM | recombinant FAS-TE, OMFH fluorogenic substrate, fluorescence endpoint;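 active = compounds whose normalised, plate-corrected inhibition of enzyme fluorescence in the single-dose primary screen is 50% or more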;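 also: 0% = DMSO with enzyme and 100% = substrate without enzyme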
Starred values were filed as active, the others as inactive; · = not tested or not shown. Random draw from the library; overall some 4% were active at least once.

SMILES	PABP1 MLLE inh	SKN-1 inh	eLon inh	MT1-MMP act inh	CendR NRP1 mod	bovine MsrA act	MsrA inh	Tb MetRS inh	FAS TE block
O=S(=O)(Nc1nc2ccccc2nc1Nc1ccc2c(c1)OCCO2)c1cccs1	-3	8	-23	-22	-141	-5	1.6	-0.8	2
CC(=O)Oc1ccc2c(c1)cc(C)n2C	14	-32	15	·	5	-13	-1.1	-1.2	-14
CS(=O)(=O)N1CCC(C(=O)Nc2cccc(F)c2)CC1	5	-7	-9	-1	13	-3	-0.5	-0.9	-3
CN1CCN(S(=O)(=O)c2ccc(-c3ccc(Cl)cc3)cc2)CC1	4	-1	-6	3	-12	-1	0.8	0.2	1
COc1cc(OC)c2c(O)c3c(c(-c4c5c(c(O)c6c(OC)cc(OC)cc46)CO[C@@H](C)[C@H]5O)c2c1)[C@H](O)[C@H](C)OC3	-45	25	-19	3	-80	1	·	1.4	21
O=C(CCc1ccccc1)Nc1nc2n(n1)C(c1ccccc1)CC(=O)N2 (centres undefined)	-6	-5	-10	-1	6	-2	0.3	-1.1	-2
COc1cc(S(=O)(=O)Nc2cccc3cn[nH]c23)c(OC)cc1Cl	0	-9	-5	-3	10	-4	-0.4	3.9	0
CC1=C(C(=O)NCc2ccco2)C2(CCC(C)CC2)OC1=O (centres undefined)	-20	-5	-10	8	-16	1	0.4	-0.2	-8
Cc1nnc(N(Cc2ccco2)C(=O)c2cccc(C#N)c2)s1	-17	-16	-8	4	-5	0	0.7	0.3	-4
CC(C)c1[nH]nc2c1C(Cc1ccccc1)C(C#N)=C(N)O2 (centres undefined)	5	-3	13	-7	0	-8	-0.9	-2.3	-4

In a second layout: results already given.
Below each compound: PABP1 MLLE inh | SKN-1 inh | eLon inh | MT1-MMP act inh | CendR NRP1 mod | bovine MsrA act | MsrA inh | Tb MetRS inh | FAS TE block
- CN1CCN(S(=O)(=O)c2ccc(-c3ccc(Cl)cc3)cc2)CC1
 : 4 | -1 | -6 | 3 | -12 | -1 | 0.8 | 0.2 | 1
- Cc1nnc(N(Cc2ccco2)C(=O)c2cccc(C#N)c2)s1
 : -17 | -16 | -8 | 4 | -5 | 0 | 0.7 | 0.3 | -4
- CC(=O)Oc1ccc2c(c1)cc(C)n2C
 : 14 | -32 | 15 | · | 5 | -13 | -1.1 | -1.2 | -14
- CC1=C(C(=O)NCc2ccco2)C2(CCC(C)CC2)OC1=O (centres undefined)
 : -20 | -5 | -10 | 8 | -16 | 1 | 0.4 | -0.2 | -8

Additional structures:
SMILES	PABP1 MLLE inh	SKN-1 inh	eLon inh	MT1-MMP act inh	CendR NRP1 mod	bovine MsrA act	MsrA inh	Tb MetRS inh	FAS TE block
Cc1[nH][nH]c(=O)c1C(c1c(C)[nH][nH]c1=O)c1cn(Cc2ccc(F)cc2)c2ccccc12	20	3	-6	-1	10	-1	·	-1.0	7
c1ccc2c(c1)CN1C(=N2)COc2ccccc2C1c1nc2ccccc2[nH]1 (centres undefined)	·	-1	-4	-1	-1	-4	-0.8	-0.1	-8
O=C(/C=C/[C@H]1O[C@@H](n2ccc(=O)[nH]c2=O)[C@H](O)[C@@H]1O)NC(c1ccccc1)c1ccccc1	1	-3	-11	0	2	-6	-0.3	-0.9	-9
O=C(CCn1c(=O)oc2ccccc21)Nc1cccc(Cl)c1	-4	-4	-11	0	4	-2	0.1	-0.9	2
Cc1ccc(S(=O)(=O)N2CCCCC2)cc1NC(=O)CCNC(=O)c1ccccc1Cl	-29	0	2	2	4	-3	-0.5	0.1	-4
CC(=O)Nc1ccc(CN2CCCC(C(=O)c3cccc(C(F)(F)F)c3)C2)cc1 (centres undefined)	-4	-3	3	1	4	-4	-0.8	-1.1	-7
NNC(=O)Cn1cnc2ccccc21	2	1	13	-9	9	0	-0.4	-0.9	-3
CCOC(=O)C1(C)CCN1C(=O)c1cc(C)n(C(C)(C)C)n1 (centres undefined)	-5	15	7	1	7	-4	·	0.2	-12
C=CCN(C(=O)OC(C)(C)C)S(=O)(=O)NCc1ccccc1	-12	1	5	8	-6	1	0.0	-0.5	-2
COc1nn(-c2nc(-c3ccccc3)cc(C(F)(F)F)n2)cc1[N+](=O)[O-]	6	7	-8	5	-7	6	0.4	0.1	-8
O=C(Nc1ccc(S(=O)(=O)N2CCCCC2)cc1)C1CC(=O)N(Cc2ccccc2)C1 (centres undefined)	-16	5	-5	2	0	0	0.7	-0.3	1
O=c1oc2cc(O)ccc2cc1-c1ccccc1	3	-3	0	2	11	-5	2.5	0.0	-5
COCCCNC(=O)CN1C(=O)COc2ccc(S(=O)(=O)N3CCCCCC3)cc21	7	-11	7	-3	2	-10	0.1	-0.7	-9
O=C(NCC1CCCC(CNC(=O)Nc2ccc(Cl)cn2)C1)Nc1ccc(Cl)cn1 (centres undefined)	-11	-3	4	-3	-2	0	-0.4	-0.5	9
O=c1oc(C2(O)CCCCC2)cc2ccc(-c3ccc4[nH]ccc4c3)cc12	-10	-27	-10	5	0	-14	0.8	-0.8	-2
COc1ccc(S(=O)(=O)N2CCOC23CCN(S(=O)(=O)c2cc(C)ccc2C)CC3)cc1	13	1	-4	-2	6	-1	-1.7	-0.4	26
CC(C)C(=O)N1CCN(c2ccccc2NC(=O)COc2ccc(C3CCCCC3)cc2)CC1	14	-4	7	-3	-2	-6	-0.1	0.0	25
COc1ccc(-c2nn(-c3ccccc3)cc2CN(C)CCn2ccnc2C)c(F)c1	-15	-2	-12	0	-8	-3	0.3	1.4	-8
COc1ccc(OC)c(S(=O)(=O)N2CCN(C(=O)CCc3ccccc3)CC2)c1	-11	-19	-11	1	2	-6	-0.6	-0.6	-3
COc1cc(CN2CCNC(=O)C2CC(=O)N2CCc3ccccc3C2)cc(OC)c1 (centres undefined)	-10	4	2	-1	2	-4	-0.6	-0.3	-7
CCOC(=O)C1=C(C)N=c2sc(=Cc3cc(Cl)c(OCC(=O)O)c(Cl)c3)c(=O)n2C1c1cccc(OC)c1 (centres undefined)	-171	-1	-23	-92	-252	-9	1.1	-1.3	40
COc1ccc(C(=O)Nc2ccccc2N2CCOCC2)cc1S(=O)(=O)N1CCOCC1	-8	2	-10	-5	0	-1	-1.6	0.3	-3
CC(C)CNC(=O)C1CCN(CC2CCCCC2)CC1	10	-2	5	-5	2	-3	-0.5	-0.5	-5
CCOC(=O)CN(C(=O)CSc1nnnn1C)c1ccccc1	-14	12	-4	-1	3	0	0.1	0.1	-6
O=C(CCNC(=O)c1ccc([N+](=O)[O-])cc1)Oc1ccc(F)c(F)c1	-1	13	-2	0	-2	-1	-1.1	-0.3	14
COc1ccc(NC(=O)C(=O)NCCN2CCN(C(=O)c3ccco3)CC2)cc1	-6	-2	0	0	2	-1	-0.3	0.4	-3
O=C(Cn1nc(-c2ccccc2)c2ccccc2c1=O)NCC1CCCO1 (centres undefined)	-1	16	-5	-5	8	-2	1.4	0.5	-4
Cc1ccccc1C(=O)Nc1nnc(SCC(=O)NCc2ccco2)s1	-4	-7	-4	1	-4	-7	1.1	-0.5	-2
Oc1c(C(c2ccco2)N2CCOCC2)sc2ncnn12 (centres undefined)	8	4	-3	3	-4	3	1.6	-0.3	-4
O=C(N/N=C/c1ccc(Cl)c(Cl)c1)c1ccc2nc[nH]c2c1	5	7	-9	-4	5	-4	-0.4	-0.3	-5
Cc1nnc(SC(C)C(=O)Nc2sc3c(c2C#N)CCCC3)[nH]c1=O (centres undefined)	20	7	1	0	-9	-4	1.1	-0.6	-4
Oc1cc(Cc2ccccc2)cnc1CN1CCCCC1	-9	-12	4	-7	-5	-2	-1.0	2.3	-6
COc1cccc(NC(=O)CN(C)C(=O)c2cc3c(s2)CCC(C)C3)c1 (centres undefined)	4	12	5	-2	-12	0	0.5	0.0	6
Cc1ccc(C)c(NC(=O)C(Sc2nc3ccccc3c(=O)n2CC(C)C)c2ccccc2)c1 (centres undefined)	-2	-9	-4	2	-6	-2	-0.3	-0.8	-7
NS(=O)(=O)c1ccc(NC(=O)CCC(=O)c2cccs2)cc1	1	-26	5	0	6	-10	-0.2	-1.0	-8
c1ccc(Cc2nnc3sc(-c4ccc5c(c4)OCCO5)nn23)cc1	-59	12	12	-3	-14	-1	1.7	-0.5	8
COc1cccc2sc(N(CCCN(C)C)C(=O)c3sc4ccccc4c3Cl)nc12	6	7	3	2	9	2	0.2	0.6	4
CCN(CC)S(=O)(=O)c1ccc(Nc2ccc(-c3ccc4c(c3)OCCO4)nn2)cc1	-4	-10	-3	10	1	-5	0.6	-1.2	-7
Cc1ccc2c(c1)C1CC(C)(O2)N(c2cccc(C(=O)NCc3ccccn3)c2)C(=O)N1 (centres undefined)	1	5	9	1	1	-4	0.0	0.1	-3
O=C(COC(=O)c1cccnc1)Nc1ccccc1	3	-3	-4	-6	3	-5	0.3	-1.1	0
CCOCCCNC(=S)N(Cc1ccccc1)Cc1nc2ccccc2c(=O)[nH]1	34	4	-4	-10	3	-5	0.6	0.5	-2
CCOc1cc(C(=O)N/N=C/C2CC=CCC2)cc(OCC)c1OCC (centres undefined)	-2	8	5	4	-6	-1	0.6	-0.8	-9
CCn1c2ccccc2c2cc(N=C3SC(CC(=O)Nc4ccccc4OC)C(=O)N3C)ccc21 (centres undefined)	-8	16	-4	-3	0	-1	0.3	-0.4	46
CN(CCC#N)c1ccc(C=C(C#N)c2ccc(Br)cc2)cc1	-27	23	-41	-16	-31	-3	1.6	0.5	12
N#CCSc1n[nH]c2nc3c(c(=O)n12)C1(CCCCC1)Cc1ccccc1-3	4	-8	-7	1	-6	-3	2.8	-0.3	-6
COC(=O)[C@]1(C)N[C@H](c2ccc(-c3cccc(Cl)c3)cc2)[C@@H]2C(=O)N(C)C(=O)[C@@H]21	9	-26	-9	-1	10	0	0.7	-0.2	1
CC1CCN(C(=O)CSc2nnc(-c3cccnc3)n2C2CCCCC2)CC1	3	-27	-4	-3	-8	-7	-2.0	-1.0	-4
CCCCOC(=O)Cn1c(-c2ccccc2)nc2ccccc2c1=O	-3	-5	-1	0	-4	-2	0.1	0.5	15
O=C(NCCc1ccccc1)c1ccc2[nH]c(=O)c(=O)[nH]c2c1	-2	-1	-7	-1	17	-5	1.1	-0.1	-5
COC(=O)CCCCCCCC(=O)Nc1nnc(C(F)(F)F)s1	5	-6	0	1	-15	-4	-1.2	-0.2	0
(continued)
SMILES	PABP1 MLLE inh	SKN-1 inh	eLon inh	MT1-MMP act inh	CendR NRP1 mod	bovine MsrA act	MsrA inh	Tb MetRS inh	FAS TE block
CCOC(=O)CC1C(=O)NCCN1C(=S)Nc1ccccc1 (centres undefined)	8	-8	-6	3	0	1	0.4	-0.6	-16
Cc1nn(Cc2ccccc2)c(C)c1NC(=O)CCCn1nc(C)c([N+](=O)[O-])c1C	5	9	3	-1	-2	-9	0.4	-1.3	17
COc1ccc(OCc2ccc(/C=N\NC(=O)c3sccc3C)o2)cc1	14	0	0	-4	-2	-4	2.0	-0.4	9
COc1cccc(NC(=O)C2(C)CCN2Cc2ccc(OC(C)C)cc2)c1 (centres undefined)	1	17	-1	0	10	-2	-0.5	-0.2	18
CO/N=C/C(C#N)c1ncc(C(F)(F)F)cc1Cl (centres undefined)	2	-1	-8	6	12	-2	·	-0.2	-20
CN(C)C(CNC(=O)c1ccc(C2SCCS2)cc1)c1ccccc1 (centres undefined)	15	1	-19	6	-3	-1	0.2	0.0	-3
Cc1cc(C)n(-c2ccc(C(=O)Nc3cc(C(F)(F)F)ccc3N3CCOCC3)cc2)n1	-4	-4	0	-4	12	0	0.2	-0.8	-5
